GALK inhibitor = blocks human galactokinase activity; P51570; Purified GALK, Kinase-Glo residual ATP luminescence; Potency, µM (highest dose often 57.5 µM), for the others: at the highest dose activity change, negative = inhibition, most hits filed as inhibitors; hit rate 0.007% among 270,000; AID 1868; note: potency is the fitted concentration of half-maximal effect
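GALK at 5 nM final was combined with compound, 35 uM ATP and 100 uM galactose in HEPES pH8.0 with MgCl2 and DTT. The reaction ran one hour at room temperature before luminescent ATP detection.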
Chronic BCR inh = chronic active BCR signaling inhibition; ABC-DLBCL IkBa-CBG/CBR reporter, luminescence ratio, 4 h; Potency, µM (titrated, usually from 46.1 µM), inactives show top-dose ratio change, negative = lower green/red ratio, hits mostly inhibitors; hit rate 0.05% among 340,000; AID 493014; active = well fitted inhibition curve with a large enough effect in the signal ratio, with a control signal flat, not every such curve was filed as active; inconclusive = small, poorly fitted or top-dose-only effect, or effect the other way, or a change in a side signal; the % refers to the signal ratio;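 note: potency is the fitted concentration of half-maximal effect; plate controls were basal doxycycline-induced cells for no effect and cells given 10 µM MG132 for full effect; MG132 reads +100%, hits lower the ratio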
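TMD8 human ABC-DLBCL cells with doxycycline-inducible IκBα–green luciferase fusion and unfused red luciferase, in 0.5% FBS medium; compounds up to 46 uM, 4 h at 37C. Green/red luminescence ratio, filter-overlap corrected, fitted to concentration-response curves.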
B2AR arrestin = recruits beta-arrestin to the human beta2-adrenergic receptor. beta-arrestin recruitment to beta2AR, cell-based reporter. hit rate 0.02% among 330,000. P07550. Potency, µM (doses to about 46.1 µM), for inactives: at the highest dose activation, hits mostly activators;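 note: potency is the fitted concentration of half-maximal effect; 0% = DMSO controls and full agonism = EC100 isoproterenol or metaproterenol; nearly all actives have a fitted effect of over 65% in size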
Target sequence (P07550 whole entry, looked up): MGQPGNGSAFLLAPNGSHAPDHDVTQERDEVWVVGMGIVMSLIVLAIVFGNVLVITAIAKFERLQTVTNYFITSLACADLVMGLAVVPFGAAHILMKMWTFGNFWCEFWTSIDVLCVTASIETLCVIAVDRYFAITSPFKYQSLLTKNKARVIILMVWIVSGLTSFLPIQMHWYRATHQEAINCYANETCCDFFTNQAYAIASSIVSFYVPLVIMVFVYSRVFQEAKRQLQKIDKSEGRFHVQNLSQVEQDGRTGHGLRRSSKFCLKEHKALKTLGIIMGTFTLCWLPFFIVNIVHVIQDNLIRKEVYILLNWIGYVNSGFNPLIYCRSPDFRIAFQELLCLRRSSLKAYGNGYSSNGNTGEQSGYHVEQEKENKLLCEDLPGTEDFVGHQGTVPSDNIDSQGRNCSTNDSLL
Eya2 phos inh = Eya2 (human) phosphatase inhibition | O00167 | recombinant Eya2, OMFP fluorescence dephosphorylation (OMFP is methylfluorescein phosphate) | Potency, µM (highest dose often 76.9 µM), without a hit: at the highest dose activity, negative = inhibition, most hits filed as inhibitors | hit rate 0.006% among 330,000 | AID 488837; note: potency is the fitted concentration of half-maximal effect
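Eya2 protein (added as 0.2 uM solution) was preincubated with compound for 10 min at ambient temperature in 50 mM HEPES pH 7.5, 50 mM NaCl, 5 uM MgCl2, 0.05% BSA, 1 mM DTT. OMFP (added at 50 uM) then reacted 10 min; fluorescence read at 485/525 nm.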
Giardia kill = Giardia lamblia killing | Giardia lamblia trophozoite viability | hit rate 0.15% among 340,000 | activity change, % at 7.66 µM, hits read low | AID 540267; in the data active = activity change below about -80%; inconclusive = between about -30% and that limit;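 note: parasites exposed to compound for two days anaerobically before the ATP read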
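Killing of trophozoites was scored by loss of ATP luminescence after a 48 hrs anaerobic exposure to compounds at 37 deg C, using 100 cells per well.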
PKM2 activator = activators of human pyruvate kinase M2 | P14618 | purified PKM2, Kinase-Glo ATP luminescence, activation; response scale: 0% is enzyme alone, no compound | Potency, µM (series often up to 57.5 µM), inactives show at the top dose activation, usual class: activators | hit rate 0.34% among 260,000 | AID 1631; note: potency is the fitted concentration of half-maximal effect; nearly all actives have a fitted effect of over 55% in size
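hPK-M2, >95% pure; 0.1 mM ADP / 0.5 mM PEP final; imidazole pH7.2 buffer w/ 7 mM MgCl2, 50 mM KCl; 1 h RT; Kinase-Glo lum. Intermediate enzyme activity for dual inhibitor/activator qHTS.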
KCNH2 WT inh = inhibitors of human wildtype KCNH2 potassium channel; Q12809; hit rate 0.37% among 340,000; U2OS, BacMam KCNH2, thallium flux FluxOr; active compounds read low; activity change, % at 1.84 µM;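 active = maximum activity change below -70%; inconclusive = maximum activity change between -70% and -50%; inactive = maximum activity change above -50%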
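U2OS cells transduced with wild-type KCNH2 virus are loaded with FluxOr dye for 45 min, and thallium flux is measured in kinetic reads before and after stimulation buffer. Rate constants are normalized to DMSO controls.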
uPA generation = inhibitors of cell surface uPA generation; AID 540303; cell surface uPA generation assay, qHTS; hit rate 0.31% among 330,000; Potency, µM (top dose mostly 38.3 µM), for inactives: at the highest dose activity change, negative = inhibition, hits mostly inhibitors; active = well fitted inhibition curve with a large enough effect; inconclusive = small, poorly fitted or top-dose-only effect; inactive = no such curve, though single readings can be large or run the other way; tested in mouse RAW 264.7 cells; note: potency is the fitted concentration of half-maximal effect; nearly all actives have a fitted effect of over 55% in size
USP2a inh = inhibitors of human ubiquitin-specific protease USP2a; O75604; USP2 core, Ub-CHOP2 coupled fluorogenic reporter, 485/531; Potency, µM (series often up to 38.3 µM), for the others: top-dose activity change, negative = inhibition, usual class: inhibitors; hit rate 0.01% among 330,000;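 note: potency is the fitted concentration of half-maximal effect; plate controls were DMSO wells for no effect and full inhibition by NEM control for full effect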
Target sequence (O75604 whole entry, looked up): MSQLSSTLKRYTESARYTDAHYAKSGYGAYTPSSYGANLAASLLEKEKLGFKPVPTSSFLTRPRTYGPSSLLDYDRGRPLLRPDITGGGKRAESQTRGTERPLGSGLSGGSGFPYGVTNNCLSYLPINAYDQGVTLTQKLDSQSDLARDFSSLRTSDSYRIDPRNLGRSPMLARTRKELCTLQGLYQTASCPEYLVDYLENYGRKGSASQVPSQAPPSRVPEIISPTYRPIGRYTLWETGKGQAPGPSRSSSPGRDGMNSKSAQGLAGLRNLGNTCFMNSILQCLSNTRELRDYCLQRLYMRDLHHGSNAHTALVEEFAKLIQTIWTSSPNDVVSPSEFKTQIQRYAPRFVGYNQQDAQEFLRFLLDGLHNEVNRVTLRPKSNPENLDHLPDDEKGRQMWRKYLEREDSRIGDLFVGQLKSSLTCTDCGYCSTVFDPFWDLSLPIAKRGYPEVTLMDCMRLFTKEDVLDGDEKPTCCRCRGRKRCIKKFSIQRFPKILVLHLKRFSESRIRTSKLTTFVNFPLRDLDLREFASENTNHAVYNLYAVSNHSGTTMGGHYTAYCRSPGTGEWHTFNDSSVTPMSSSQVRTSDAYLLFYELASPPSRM
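Cell-free coupled assay: 10nM USP2 core preincubated 30min RT with compound in Tris-HCl pH 8.0/CaCl2/CHAPS buffer, then 25nM Ub-CHOP2 and 25nM reporter substrate; fluorescence (Ex 485/Em 531) read after 60min RT, normalized to NEM inhibition, concentration-response curves fitted.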
KCNH2 3.1 inh = KCNH2 3.1 (human) potassium channel inhibition. U2OS KCNH2 3.1, thallium flux FluxOr; active compounds read low. activity change, % (tested at about 1.8 µM). hit rate 0.95% among 340,000;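 active = maximum activity change below -70%; inconclusive = maximum activity change from -70% to -50%; inactive = maximum activity change above -50%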;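 note: thallium influx rate constant from kinetic fluorescence after stimulation buffer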
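U2OS cells transduced with KCNH2 3.1 mutant virus (1.77 x 10^8 /mL, 4 h), plated overnight at 37 C, loaded 45 min with FluxOr dye plus Red40 quencher. Thallium flux rate constant from kinetic reads after stimulation buffer, normalised to controls.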
FBPA coupling cs = coupling enzyme interference in Giardia aldolase counter-screen; coupling enzyme system counterscreen, AmpLite Red fluorescence; activity change, negative = inhibition, % at 58.2 µM, hits read low; hit rate 0.67% among 290,000; AID 2472; in the data active = activity change below about -30%
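Coupling enzymes only (glyceraldehyde-3-phosphate) + compound, at 57.5 uM final, 10 min RT; add substrate/coupling/AmpLite Red mix, 20 min RT; fluorescence ex 525/em 598 nm. Actives flag coupling-system interference.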
Active calls of the source: *; ? = inconclusive; · = not tested or not shown; [ ] = remark or other dose. Unless noted, calls come from the whole dose curve; as a rule, active = well fitted curve in the direction sought with a large enough effect; inconclusive = small, poorly fitted or top-dose-only effect, or another doubt; inactive = no such curve, though single readings can be large; an effect the other way counts as inactive or inconclusive. Unless noted, % is set by controls: 0 for no effect and ±100 for the full control effect.

compound	GALK inhibitor	Chronic BCR inh	B2AR arrestin	Eya2 phos inh	Giardia kill	PKM2 activator	KCNH2 WT inh	uPA generation	USP2a inh	KCNH2 3.1 inh	FBPA coupling cs
CCC(=O)Nc1ccccc1Oc1ccccc1	0%	0%	-0.1%	11%	0	-8%	11	0%	0%	-4	-2
Cc1oc2ccc(OCc3ccc(F)cc3)cc2c1C(=O)O	7%	?	-0.5%	8%	11	-7%	-4	-1%	-1%	-3	-11
Cc1ccc(OCC(=O)N/N=C2\CC(=O)CC(C)(C)C2)c(Br)c1	1%	2%	-0.4%	-4%	-14	·	-7	0%	5%	-1	·
CC1CN(C(=O)CSc2nnc(C3CCCCC3)n2N)CC(C)O1 (stereo unspecified)	·	0%	1.7%	6%	4	·	8	-10%	1%	2	·
COc1ccc(OCC(=O)NNC(=O)CCc2ccccc2)cc1	-1%	-1%	-0.2%	-11%	8	-1%	-5	2%	9%	17	1
CS(=O)(=O)N(CC(=O)NCc1ccco1)c1ccccc1Cl	-2%	8%	-0.4%	19%	6	3%	-1	3%	0%	-13	0
Cc1ccc(C)c(OCC(O)CN2C(C)CCCC2C)c1 (stereo unspecified)	-4%	3%	-0.3%	2%	21	-2%	49	-8%	2%	-1	2
Cc1ccc(C(OCC(O)CNCc2ccc(F)cc2)c2ccccc2)cc1 (stereo unspecified)	3%	?	0.6%	-23%	30[activator]	·	-79*	11%	-1%	-106*	1
Cc1ccc(S(=O)(=O)NC(=O)Nc2cc(C(C)(C)C)on2)cc1	-2%	3%	0.0%	4%	-9	-1%	-5	0%	-2%	11	0
CN(C)CCCN(C(=O)C1COc2ccccc2O1)c1nc2ccc(F)cc2s1 (stereo unspecified)	-1%	14%	-0.4%	2%	29	-13%	13	7%	1%	-12	-1
Cc1cc(C)c(S(=O)(=O)c2ccccc2C)c(Cl)n1	-3%	-20%	0.0%	0%	-4	0%	1	-2%	1%	4	-6
Cc1cccc(NC(=O)C2CCN(C(=O)NCc3ccccc3)CC2)c1C	0%	-1%	-0.3%	5%	25	-1%	2	-1%	1%	4	0
CCOC(=O)c1c(C)[nH]c(C)c1C(=O)CN1C(=O)NC(CC(C)C)C1=O (stereo unspecified)	4%	-4%	-0.1%	-39%	-12	-11%	9	1%	1%	5	1
COc1cc(/C=C/C(=O)OCC(=O)N2CCCC2)ccc1OCC#N	·	?	-0.9%	11%	1	·	-5	-7%	1%	8	·
CC1(C)CC(=O)C=C(N2CCN(C3=CC(=O)CC(C)(C)C3)CC2)C1	1%	-6%	0.0%	-29%	·	2%	·	·	-5%	·	0
O=[N+]([O-])c1ccc(COc2cccnc2)cc1	0%	?	0.1%	13%	6	·	-8	5%	1%	8	1
CCCS(=O)(=O)N1CCc2ccc(NC(=O)c3ccccc3Cl)cc2C1	-1%	-7%	-0.5%	5%	-13	-2%	-4	1%	0%	-33	-5
CCC(=O)N1CCc2cc(S(=O)(=O)CCC(=O)NCc3cccs3)ccc21	-2%	?	-0.8%	0%	-6	-5%	33	-1%	0%	-8	1
c1ccc(CCc2ccncc2)cc1	-1%	-2%	-0.3%	17%	-10	1%[11.5 µM]	-6	2%	1%	27	-1
CCCC1=NN2C(=N)/C(=C\c3cc(C)n(Cc4ccccc4)c3C)C(=O)N=C2S1	·	10%	0.1%	1%	-25	0%	1	-2%	2%	-21	13

compound	GALK inhibitor	Chronic BCR inh	B2AR arrestin	Eya2 phos inh	Giardia kill	PKM2 activator	KCNH2 WT inh	uPA generation	USP2a inh	KCNH2 3.1 inh	FBPA coupling cs
CCOC(=O)N1CCN(C(=O)c2ccc3c(=O)n(Cc4ccc(Cl)cc4)c(=S)[nH]c3c2)CC1	-1%	10%	0.5%	-3%	-18	0%	-5	-1%	3%	-15	2
C=CCn1c(-c2sccc2C)n[nH]c1=S	1%	0%	-0.4%	-14%	-2	-9%	-11	-3%	-1%	-7	-1
Nc1nc(NCc2ccccc2)nc(Nc2cccc(F)c2)c1[N+](=O)[O-]	1%	4%	-1.9%	-19%	-17	-3%	3	·	3%	6	0
O=C(CCNC(=O)N1CC(=O)Nc2ccccc21)NCc1ccc(F)cc1	0%	0%	-0.8%	7%	-3	·	3	1%	0%	2	·
Cc1cc(C)c2[nH]c3nc(SCC(=O)O)nnc3c2c1	0%	1%	-0.1%	2%	17	-26%	-11	14%	-1%	13	0
C=CCN1C(=O)C(O)(CC(=O)c2ccco2)c2cc(Br)ccc21 (stereo unspecified)	-1%	?	-0.1%	15%	9	-2%	-5	?	-1%	-8	1
Cc1nn(Cc2ccc(F)cc2)c2sc(C(=O)Nc3ccc(N4CCOCC4)cc3N3CCOCC3)cc12	3%	-1%	0.2%	3%	-2	0%	1	-11%	0%	5	-1
O=S(=O)(c1ccccc1)c1ccc(NCc2ccco2)cc1	3%	-1%	0.0%	13%	0	32µM*	-4	·	-2%	-19	-9
O=C1c2ccc(Cl)cc2S(=O)(=O)c2cccc(C(=O)N3CCC(Cc4ccccc4)CC3)c21	·	1%	0.1%	10%	10	·	-7	?	0%	-34	·
O=C(CN1CCN(Cc2ccccc2)CC1)Nc1cccc(Br)c1	-7%	-14%	0.1%	0%	20	4%	12	-3%	2%	-26	1
Cc1ccccc1OCC(=O)Nc1ccc(N2CCN(C)CC2)c(Cl)c1	1%	0%	0.2%	14%	-3	·	14	-5%	0%	-48	0
O=C(N/N=C/c1ccccc1Br)C1CC1	8%	-2%	0.1%	2%	-9	-3%	-2	5%	3%	26	1
CC1(C)Cc2nc3nc(SCC(=O)NCCc4ccccc4)n(-c4ccccc4)c(=O)c3cc2CO1	·	-5%	-1.2%	6%	6	-8%	-4	·	2%	7	1
COc1ccc(-c2cc(C(=O)NC3CCCC3)no2)cc1	6%	?	4.6%	-14%	36[activator]	11%	-10	1%	4%	-39	-2
COCCNC(=O)c1n[nH]c2ccccc12	-2%	7%	-0.1%	7%	0	0%	2	0%	2%	13	3
O=S(=O)(NCC1CCCO1)c1ccc(S(=O)(=O)N(Cc2ccc(F)cc2)Cc2ccco2)cc1 (stereo unspecified)	0%	10%	-0.4%	-7%	2	-1%	-4	7%	2%	-25	0
COc1ccc(N2CCN(/C(=N\S(=O)(=O)c3ccccc3)Nc3nc(C)cc(C)n3)CC2)cc1	0%	-15%	-0.1%	-4%	-12	-5%	2	0%	1%	7	-1
O=[N+]([O-])c1cc(-c2nc3nc4ccccc4nc3n2CCc2ccccc2)cc([N+](=O)[O-])c1	3%	11%	-1.7%	1%	-7	-5%	3	1%	-9%	-21	-2
COc1cccc2cc(C(=O)N3CCN(C/C=C/c4ccccc4)CC3)c(=O)oc12	-2%	-24%	0.2%	-23%	-5	-2%	0	-4%	-2%	18	-17
Cc1cccc(N2C(=NC(=O)c3ccccc3)SC3CS(=O)(=O)CC32)c1 (stereo unspecified)	-4%	4%	-0.3%	-15%	-16	9%	31	4%	-3%	-1	·

compound	GALK inhibitor	Chronic BCR inh	B2AR arrestin	Eya2 phos inh	Giardia kill	PKM2 activator	KCNH2 WT inh	uPA generation	USP2a inh	KCNH2 3.1 inh	FBPA coupling cs
O=C1C2C3C=CC(C3)C2C(=O)N1CC1CCCO1 (stereo unspecified)	1%	?	-0.4%	7%	-9	5%	-8	3%	3%	12	0
CCN1C(=O)C(CC(=O)Nc2ccc(OC)cc2)N(Cc2cccnc2)C1=S (stereo unspecified)	4%	9%	0.2%	9%	-11	-1%	-4	·	0%	?	0
Cc1ccnc(NC(=O)c2oc3ccccc3c2C)c1	·	?	-0.7%	4%	-11	·	-3	-13%	1%	-29	·
Cc1cc(=O)oc2ccc(OCC(=O)O)cc12	-4%	11%	-0.2%	11%	-12	2%	-11	0%	0%	2	2
Cn1cccc1C(=O)OCC(=O)Nc1ccc2c(c1)CCC2	8%	6%	0.5%	-4%	-5	-2%	0	-1%	1%	-14	0
